Screening results (PubChem BioAssay)
MEP2-GFP yeast: yeast TOR pathway MEP2-GFP modulation. S. cerevisiae MEP2-GFP strain, flow cytometry GFP, 3 h; 100% = DMSO control level. GFP response vs DMSO, % at 10 µM. 330,000 compounds, 0.51% hits. AID 2016;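 active = GFP response versus DMSO above a set limit, roughly screen mean plus 3 SD, cut at about 180% in these data; inconclusive = fewer than 70 cells counted for a yeast strain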;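 note: median GFP fluorescence of the barcode-gated MEP2-GFP cells per well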
GRK2 inh: inhibitors of human GRK2 displacing RNA aptamer. bead flow cytometry, FAM-aptamer displacement from GRK2. inhibition of aptamer binding, % at 10 µM. 330,000 compounds, 0.59% hits. AID 488847;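 active = inhibition of aptamer binding above 40%, roughly 3 SD of noise, on plates passing a quality check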;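 note: median bead fluorescence of bound FAM aptamer so fluorescent compounds give negative values; no value below 0 was filed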
Target sequence (P25098 whole entry, looked up): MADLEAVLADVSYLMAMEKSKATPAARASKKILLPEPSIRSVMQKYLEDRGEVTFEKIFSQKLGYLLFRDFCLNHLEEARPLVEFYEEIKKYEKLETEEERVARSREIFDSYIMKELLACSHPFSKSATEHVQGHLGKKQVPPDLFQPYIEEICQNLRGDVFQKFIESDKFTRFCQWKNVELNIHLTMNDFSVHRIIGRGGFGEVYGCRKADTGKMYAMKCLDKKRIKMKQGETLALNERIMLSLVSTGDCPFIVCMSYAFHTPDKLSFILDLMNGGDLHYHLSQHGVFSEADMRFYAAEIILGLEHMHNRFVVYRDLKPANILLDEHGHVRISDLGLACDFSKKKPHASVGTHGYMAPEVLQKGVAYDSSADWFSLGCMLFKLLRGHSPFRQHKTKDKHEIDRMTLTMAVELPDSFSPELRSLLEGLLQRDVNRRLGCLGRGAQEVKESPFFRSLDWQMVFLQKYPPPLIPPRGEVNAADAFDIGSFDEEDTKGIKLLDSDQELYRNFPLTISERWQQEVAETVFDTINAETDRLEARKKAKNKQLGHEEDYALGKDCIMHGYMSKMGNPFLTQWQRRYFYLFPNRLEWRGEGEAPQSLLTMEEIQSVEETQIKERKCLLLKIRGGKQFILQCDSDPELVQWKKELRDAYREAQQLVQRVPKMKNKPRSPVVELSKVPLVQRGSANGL
CIT2 TOR yeast: alters CIT2-GFP fluorescence in TOR pathway yeast screen. AID 2029. 320,000 compounds, 0.065% hits. S. cerevisiae CIT2-GFP strain, flow cytometry, 3 h; 100 means same as DMSO wells. GFP response vs DMSO, % at 10 µM;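 active = GFP response relative to DMSO above a set limit, near the screen mean plus 3 SD, cut at about 150% in these data; inconclusive = Fewer than 70 cells measured for a yeast strain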;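 note: ratio of well median GFP fluorescence to mean of DMSO wells on the plate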
LAP4 TOR yeast: alters LAP4-GFP fluorescence in TOR pathway yeast screen. S. cerevisiae LAP4-GFP multiplex, flow cytometry GFP, 3 h; median GFP as percent of DMSO wells. GFP response vs DMSO, % at 10 µM. 320,000 compounds, 0.34% hits;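 active = GFP response vs DMSO above a set limit, about the screen mean plus 3 SD, cut at about 150% in these data; inconclusive = under 70 cell events counted for the yeast strain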
VLA-4 inh: inhibition in a human VLA-4 binding assay; inhibition, % (about 7 µM as worked out from the volumes in the protocol); 330,000 compounds, 0.2% hits; P13612; VLA-4 expressing cells, ligand binding flow cytometry; in the data active = inhibition above about 50%
JMJD2C inh: human JMJD2C demethylase inhibition; inhibition, % at 2.35 µM; GST-JMJD2C(1-420) H3K9me3 demethylation, DELFIA europium; 330,000 compounds, 0.069% hits;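 active = more than half of a compound's replicate wells show inhibition beyond 50%, single wells judged on their own value; inconclusive = some, but no more than half, of replicates pass 50% inhibition; inactive = no replicate passes 50% inhibition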;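 note: signal counts dimethyl H3K9 product captured on neutravidin plate; 0% = median of DMSO wells and 100% = 0.3 times that DMSO median; strong numbers were not always called active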
Target sequence (Q9H3R0 1-420 limits assumed): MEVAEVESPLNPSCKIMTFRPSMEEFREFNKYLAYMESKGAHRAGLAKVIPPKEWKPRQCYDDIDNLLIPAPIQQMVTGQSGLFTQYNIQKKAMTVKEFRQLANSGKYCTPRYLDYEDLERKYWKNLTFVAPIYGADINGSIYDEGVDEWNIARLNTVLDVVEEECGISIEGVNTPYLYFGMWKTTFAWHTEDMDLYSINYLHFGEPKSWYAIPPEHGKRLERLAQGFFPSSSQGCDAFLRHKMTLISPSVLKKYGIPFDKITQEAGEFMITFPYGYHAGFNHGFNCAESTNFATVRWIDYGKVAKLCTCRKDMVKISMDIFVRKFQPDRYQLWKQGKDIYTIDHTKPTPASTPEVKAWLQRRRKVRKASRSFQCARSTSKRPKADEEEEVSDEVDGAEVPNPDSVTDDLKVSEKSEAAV
AGP1 TOR yeast: modulators of TOR pathway AGP1-GFP in S. cerevisiae. S. cerevisiae AGP1-GFP multiplex flow cytometry, 3 h; GFP as percent of DMSO wells. GFP response vs DMSO, % at 10 µM. 320,000 compounds, 0.02% hits. AID 2066;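 active = GFP response relative to DMSO above a set limit, near screen average plus 3 SD, cut at about 150% in these data; inconclusive = fewer than 70 cells counted for the yeast strain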;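 note: median GFP channel fluorescence of the gated AGP1 strain per well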
RPL19A-GFP yeast: modulators of TOR pathway RPL19A-GFP in S. cerevisiae | S. cerevisiae RPL19A-GFP strain, flow cytometry, 3 h; active compounds read low | percent response vs DMSO, % at 10 µM | 330,000 compounds, 0.3% hits | AID 2025;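 active = percent response vs DMSO below 50%; inconclusive = fewer than 70 events counted for the yeast strain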;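 note: median channel GFP fluorescence of the barcoded RPL19A-GFP strain; ratio of sample median GFP to plate DMSO average so 100% = DMSO; lower means less RPL19A-GFP as with rapamycin TOR inhibition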
* = called active by the depositor; ? = inconclusive; · = not tested or not shown; [ ] = another dose, or the depositor's remark. No enrichment for hits; any-hit rate near 1.7%.

Second line of a record – MEP2-GFP yeast	GRK2 inh	CIT2 TOR yeast	LAP4 TOR yeast	VLA-4 inh	JMJD2C inh	AGP1 TOR yeast	RPL19A-GFP yeast
Cc1cc(C)n(Cc2ccc(NC(=O)c3ccc(COc4ccccc4Br)cc3)cc2)n1
 : 110	0	108	111	10	-6	106	106
COc1cc(Br)c(C(C)NC(=O)c2cccc(Br)c2)cc1OC (stereo unspecified)
 : 111	0	104	112	-5	0	111	106
COc1ccc(NC(=O)CCCOc2ccc(Cl)c(C)c2)cc1S(=O)(=O)N1CCOCC1
 : 108	4	118	90	13	2	102	98
COc1cccc(C2=NOC(C(=O)NCc3ccccc3)C2)c1 (stereo unspecified)
 : 110	0	105	106	4	9	105	103
O=C(CCN1C(=O)/C(=C/c2ccccc2Cl)SC1=S)Nc1ccccc1C(=O)O
 : 104	1	103	93	17	0	96	103
Cc1ccc(OCCC(=O)N2CCN(c3ccc(O)cc3)CC2)cc1
 : 108	0	115	121	3	-4	106	104
CCN(Cc1ccc(OC)c(COC)c1)CC1CCCN(CCc2cccc(F)c2)C1 (stereo unspecified)
 : 90	0	82	79	-1	-16	83	88
O=C(CSc1nc2ccccc2c(=O)n1CC1CCCCC1)N1CCOCC1
 : 91	2	91	93	13	7	95	93
CCn1cc(C(=O)O)c(=O)c2cc(F)c(N3CCNCC3)cc21
 : 84	6	101	97	3	5	85	94
CCC1(C)NC(=O)N(CC(=O)N2CCN(c3cccc(Cl)c3)CC2)C1=O (stereo unspecified)
 : 100	0	102	103	-29	13	100	102
O=C1OC(c2ccc(F)cc2)=C/C1=C\c1ccc(O)cc1
 : 108	1	105	95	1	-20	101	103
COC(=O)C1=C(C)Nc2ncnn2C1c1cccnc1 (stereo unspecified)
 : 104	2	·	108	4	-4	107	106
Cc1cccc(C(=O)NCCC(=O)Nc2nc(C)c(Cc3ccc4c(c3)OCO4)s2)c1
 : 107	0	101	91	1	-4	100	104
O=C(CC1COc2ccccc2O1)Nc1ccccn1 (stereo unspecified)
 : 101	0	105	101	18	17	101	100
Fc1cc(F)c2nc(Nc3nc4cc5c(cc4s3)OCO5)sc2c1
 : 111	2	98	102	12	-9	98	99
Cc1cc(N2CCN(C)CC2)nc(=S)[nH]1
 : 106	1	·	96	10	-4	103	100
Cc1cc(Nc2cccc(C(=O)O)c2)n2ncnc2n1
 : 102	2	103	92	-9	2	95	107
COc1ccc(NC(=O)CCn2cccc2)c(OC)c1
 : 94	0	99	98	58*	-16	102	100
O=C(Cc1cccs1)NCCS(=O)(=O)N1CCN(c2cccc(Cl)c2)CC1
 : 102	1	97	110	1	0	97	98
COc1ccccc1-c1cc2nc(C)c(CCC(=O)NCc3ccco3)c(C)n2n1
 : 103	1	103	96	-11	1	100	95
CC(C)(C)OC(=O)NCc1ccc(CNC(=O)c2nc[nH]c2C(=O)N2CCN(C(=O)OC(C)(C)C)CC2)cc1
 : 92	3	95	88	0	3	94	92
COc1ccccc1C(=O)NCC(=O)OC(C)C(=O)NC1CCCCC1C (stereo unspecified)
 : 97	6	93	97	5	·	101	97
COc1cccc(CNC(=O)C(=O)NCCc2ccc(OC)c(OC)c2)c1
 : 99	0	98	96	-31	16	95	100
c1ccc(Cc2noc(CN3CCN(CCOc4ccccc4)CC3)n2)cc1
 : 103	3	109	95	3	-30	104	119
CCC(Oc1ccc(Br)cc1)C(=O)N1CCN(c2ncccn2)CC1 (stereo unspecified)
 : 106[may fluoresce green]	5	91[may fluoresce green]	121[may fluoresce green]	-27	1	107[may fluoresce green]	90[may fluoresce green]
O=C(NCCN1CCCCC1)/C(=N\O)c1ccccc1
 : 79	1	79	82	-4	-4	78	87
Cc1ccc(NC(=O)c2cc(-c3cccs3)nc3ccccc23)nc1
 : 96	0	81	108	-23	2	89	96
O=C(COC(=O)c1cc2ccccc2cc1O)NCc1ccccc1
 : 95	0	95	89	-4	1	95	99
CC1(C)CC2(CCO1)OC(=O)CC2C(=O)Nc1cccc2ccccc12 (stereo unspecified)
 : 101	1	106	98	4	4	102	99
Cc1cccc(C2c3[nH]c4ccccc4c3CCN2C(=O)Cc2nc(-c3ccccc3)n[nH]2)n1 (stereo unspecified)
 : 100	4	96	105	-3	4	102	104

Next section; it opens with the 2 that closed the last part.
Second line of a record – MEP2-GFP yeast	GRK2 inh	CIT2 TOR yeast	LAP4 TOR yeast	VLA-4 inh	JMJD2C inh	AGP1 TOR yeast	RPL19A-GFP yeast
CC1(C)CC2(CCO1)OC(=O)CC2C(=O)Nc1cccc2ccccc12 (stereo unspecified)
 : 101	1	106	98	4	4	102	99
Cc1cccc(C2c3[nH]c4ccccc4c3CCN2C(=O)Cc2nc(-c3ccccc3)n[nH]2)n1 (stereo unspecified)
 : 100	4	96	105	-3	4	102	104
O=C(NNC(=O)c1ccco1)c1cccc([N+](=O)[O-])c1
 : 97	1	97	93	11	35	95	96
CCOC(=O)N1CCN(C(=O)/C(=C/c2cccs2)NC(=O)c2ccc(OC)c(OC)c2)CC1
 : 105	1	107	93	-11	-4	96	105
Cc1cc(N2C(=O)C3C4c5ccccc5C(c5ccccc54)C3C2=O)no1 (stereo unspecified)
 : 104	7	106	91	-8	-1	111	101
COc1ccc2c(-c3ccccc3)cc(=S)[nH]c2c1
 : 116	6	108	104	10	2	99	108
Cc1cc(OC2CCCCC2)nc(NCc2ccccc2)n1
 : 104	0	100	109	1	8	100	100
CCOC(=O)C1CCCN(C(=O)c2ccc(-c3ccc([N+](=O)[O-])cc3)o2)C1 (stereo unspecified)
 : 79	0	70	169*	7	8	84	96
CC(=O)N/C(=N\OCc1ccc(Br)cc1)c1nonc1NC(C)=O
 : 97	1	108	92	1	-27	98	104
Cc1cccc(N2CCN(S(=O)(=O)c3ccc4c(c3)C(C)(C)C(=O)N4C)CC2C)c1 (stereo unspecified)
 : 107	0	99	97	18	8	99	103
COc1ccccc1NC(=O)CSc1nc2nccnc2c(=O)n1Cc1cccs1
 : 97	1	100	101	-15	-4	100	98
Cc1ccccc1CN1CCc2c(OCC(=O)N3CCCc4ccccc43)cccc2C1=O
 : 100	0	98	104	4	16	104	102
CCN(CCO)c1nc(NCc2ccccc2)c2cnn(C)c2n1
 : 106	0	105	115	6	0	119	106
C#CCNc1nc(C(C)C)nc2c1nnn2Cc1ccccc1F
 : 106	4	86	104	8	-3	102	104
COc1ccc(CCNC(=O)COC(=O)/C=C/c2cccs2)cc1
 : 104	7	106	104	-10	37	100	102
N#CC1(NC(=O)COC(=O)c2cc([N+](=O)[O-])ccc2N2CCCC2)CCCCC1
 : 99	0	92	102	2	-6	102	100
CC1(C)CC(=O)C(C=NCC2CCN(C(=O)Nc3ccc(Cl)c(Cl)c3)CC2)=C(O)C1
 : 98	1	105	97	8	-1	100	96
O=C(CN1C(=O)NC2(CCc3ccccc32)C1=O)NCCc1ccccc1 (stereo unspecified)
 : 106	0	97	103	7	7	98	99
O=C(Nc1ccc(Cl)cc1C(=O)N1CCCCC1)c1ccco1
 : 99	3	100	103	-3	-14	98	102
CN(C)CCCN1CC(=O)N2[C@@H](Cc3c([nH]c4ccccc34)C2(C)C)C1=O
 : 103	5	105	98	6	24	106	106
CCOc1ccc(NCc2cccn2-c2nnc(N3CCC(C(=O)NCCCN4CC(C)CC(C)C4)CC3)s2)cc1 (stereo unspecified)
 : 91	0	97	88	-1	-8	97	93
O=c1oc2ccccc2c(NC(c2ccccc2)c2ccccc2)c1[N+](=O)[O-]
 : 104	1	93	105	15	11	104	101
O=C(CCC1CCCC1)NC1CCCCC1
 : 99	0	93	100	-33	13	99	101
N#CCCN(C(=O)CSc1nnc(-c2ccncc2)n1C1CC1)c1ccccc1
 : 101	0	100	108	-3	·	110	101
COC(=O)COc1ccc(S(=O)(=O)N2CCOCC2)cc1
 : 101	3	86	103	19	-3	97	101
S=C(NCc1cccs1)Nc1cccc(Cl)c1Cl
 : 96	1	83	100	-4	0	87	97
O=C1N(Cc2ccc(F)cc2Cl)c2ccccc2C12OCCCO2
 : 105	0	94	103	0	5	100	95
CCOc1cc(CN2CCN(C(=O)c3cccc4ccccc34)CC2)ccc1OC
 : 102	1	100	90	7	5	100	101
CCN(CC)C(=O)CCC(=O)Nc1ccc(C(=O)OC)cc1
 : 107	4	107	100	12	-5	105	101
CC(C)c1ccc(OCc2ccc(C(=O)N(C)C)o2)cc1
 : 110	2	96	102	-5	16	90	102
Cc1onc(-c2ccccc2)c1-c1n[nH]c(=S)n1-c1ccccc1Cl
 : 103	3	111	104	-4	14	102	102
Cc1c(Cc2ccc3c(c2)OCO3)sc(NC(=O)C(C)(C)C)c1C#N
 : 97	0	91	110	-1	-17	92	101

Rewritten with bars between the fields: 10 of the compounds above.
SMILES | MEP2-GFP yeast | GRK2 inh | CIT2 TOR yeast | LAP4 TOR yeast | VLA-4 inh | JMJD2C inh | AGP1 TOR yeast | RPL19A-GFP yeast
Cc1cc(C)n(Cc2ccc(NC(=O)c3ccc(COc4ccccc4Br)cc3)cc2)n1 | 110 | 0 | 108 | 111 | 10 | -6 | 106 | 106
COc1cc(Br)c(C(C)NC(=O)c2cccc(Br)c2)cc1OC (stereo unspecified) | 111 | 0 | 104 | 112 | -5 | 0 | 111 | 106
COc1ccc(NC(=O)CCCOc2ccc(Cl)c(C)c2)cc1S(=O)(=O)N1CCOCC1 | 108 | 4 | 118 | 90 | 13 | 2 | 102 | 98
COc1cccc(C2=NOC(C(=O)NCc3ccccc3)C2)c1 (stereo unspecified) | 110 | 0 | 105 | 106 | 4 | 9 | 105 | 103
O=C(CCN1C(=O)/C(=C/c2ccccc2Cl)SC1=S)Nc1ccccc1C(=O)O | 104 | 1 | 103 | 93 | 17 | 0 | 96 | 103
Cc1ccc(OCCC(=O)N2CCN(c3ccc(O)cc3)CC2)cc1 | 108 | 0 | 115 | 121 | 3 | -4 | 106 | 104
CCN(Cc1ccc(OC)c(COC)c1)CC1CCCN(CCc2cccc(F)c2)C1 (stereo unspecified) | 90 | 0 | 82 | 79 | -1 | -16 | 83 | 88
O=C(CSc1nc2ccccc2c(=O)n1CC1CCCCC1)N1CCOCC1 | 91 | 2 | 91 | 93 | 13 | 7 | 95 | 93
CCn1cc(C(=O)O)c(=O)c2cc(F)c(N3CCNCC3)cc21 | 84 | 6 | 101 | 97 | 3 | 5 | 85 | 94
CCC1(C)NC(=O)N(CC(=O)N2CCN(c3cccc(Cl)c3)CC2)C1=O (stereo unspecified) | 100 | 0 | 102 | 103 | -29 | 13 | 100 | 102

Additional entries follow:
Second line of a record – MEP2-GFP yeast	GRK2 inh	CIT2 TOR yeast	LAP4 TOR yeast	VLA-4 inh	JMJD2C inh	AGP1 TOR yeast	RPL19A-GFP yeast
CCOC(=O)c1c2c3c(cccc3n(C)c1=O)C(=O)c1ccccc1-2
 : 102	6	97	84	-21	2	87	99
O=C(CN1CCN(CCC(=O)Nc2ccccc2F)CC1)Nc1ccc(Cl)cc1
 : 99	0	95	103	31	31	103	101
CC(C)(C)c1ccc(NC(=O)C2=CC=CN3CCS(=O)(=O)N=C23)cc1
 : 96	1	96	91	-3	-3	95	94
CC1CN(C(=O)CSc2nnc(-c3ccncc3)n2-c2ccccc2)CC(C)O1 (stereo unspecified)
 : 95	0	95	95	5	?	95	92
CC12CCC(=O)N1C(C(=O)NNC(=O)COc1ccccc1Cl)CS2 (stereo unspecified)
 : 95	4	101	97	11	-1	98	98
CCOc1ccc2[nH]c(C(=O)N/N=C/c3ccc(OC)cc3)cc2c1
 : 109	0	95	106	56*	-3	97	102
COc1ccc(Cl)cc1NC(=O)CSc1cccc[n+]1[O-]
 : 105	0	113	90	11	-4	99	100
CCN(CC(=O)Nc1cc(C)on1)CC(=O)Nc1ccccc1C(F)(F)F
 : 90	0	89	92	0	·	92	93
